Assay outcomes: PubChem, several laboratories
PRMT1 inh: PRMT1 (human) inhibition, primary screen | recombinant PRMT1, activity-based probe fluorescence polarization | inhibition, % at 2.79 µM | hit rate 1.3% among 370,000;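 active = inhibition above about 21% made by adding two undisclosed values, limit read from the data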
SIAE primary: inhibitors of human sialic acid acetylesterase SIAE; Q9HAT2; hit rate 0.69% among 370,000; SIAE FP-Rh probe binding, fluorescence polarization; inhibition, % at 9.66 µM;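 active = inhibition above a cutoff: mean of compounds within the control limits plus 3 SD of those, cut at about 17% in these data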;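 note: 0% = plate median of compound wells and 100% = probe without SIAE protein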
TCR CD3 inh: human TCR-CD3 binding inhibition; inhibition, % at 9.4 µM; TAMRA-labeled TCR probe fluorescence, biochemical; AID 651800; hit rate 0.37% among 360,000; in the data active = inhibition above about 19%;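 note: recombinant mutant TCR 2C K166C tagged with TAMRA read by polarization; 0% = receptor in buffer alone and 100% = receptor with positive control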
LEDGF integ inh: blocks HIV-1 LEDGF/p75-dependent DNA integration. TR-FRET IN-LEDGF/p75 DNA integration, Eu/Cy5. inhibition, % at 3.7 µM. hit rate 0.64% among 370,000. AID 743269;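 active = inhibition above the screen-wide mean plus 3 SD, cut at about 13% in these data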;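 note: signal is the Cy5 over europium emission ratio at 671 and 618 nm; 0% = plate median of compound wells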
ABHD4 inh: inhibits mouse alpha/beta hydrolase domain 4; AID 720543; purified mABHD4, FP-Rh probe fluorescence polarization; inhibition, % at 8.92 µM; hit rate 0.54% among 370,000;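 active = inhibition exceeding the mean over every tested compound plus 3 SD, cut at about 30% in these data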;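 note: 0% = plate median of compound wells and 100% = S159A mutant with DMSO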
Target sequence (Q8VD66 whole entry, looked up, the tested form may be a part): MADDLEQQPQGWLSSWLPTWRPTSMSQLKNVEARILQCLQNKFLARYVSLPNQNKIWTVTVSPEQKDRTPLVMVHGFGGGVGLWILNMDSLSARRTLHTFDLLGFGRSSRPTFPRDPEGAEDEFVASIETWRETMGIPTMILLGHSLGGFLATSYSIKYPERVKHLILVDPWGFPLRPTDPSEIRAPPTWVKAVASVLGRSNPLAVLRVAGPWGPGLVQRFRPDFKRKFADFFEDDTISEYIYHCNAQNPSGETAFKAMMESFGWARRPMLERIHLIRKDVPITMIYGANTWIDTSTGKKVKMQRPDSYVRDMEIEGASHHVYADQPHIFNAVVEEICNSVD
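Material: mouse ABHD4 enzyme, wild type; Benchmarks: S159A mutant high control, sample median low control; Buffer or medium: HEPES pH 7.0, NaCl, Pluronic buffer; Signal: fluorescence polarization; Read-out: percent inhibition of probe binding, normalized to plate controls; Timing: pre-incubation 45 min, probe exposure 60 min, at 25 °C; Dosing: 8.92 µM, single dose.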
PG9 Ab binder: small molecules binding HIV-1 gp120 antibody PG9. TR-FRET gp120-PG9 antibody binding. inhibition, % at 6.7 µM. hit rate 0.43% among 360,000. AID 624416; in the data active = inhibition above about 8.5%
TDP2 absorb: blocks human TDP2 phosphodiesterase activity. O95551. recombinant TDP2, T5PNP hydrolysis, p-nitrophenol absorbance 415 nm. inhibition, % at 12.8 µM. hit rate 0.34% among 370,000. AID 720702;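 active = inhibition above the mean of all tested compounds plus 3 SD, set per campaign, cut at about 25% in these data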;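 note: 0% = DMSO with enzyme and 100% = buffer with substrate but no TDP2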
Target sequence (O95551 whole entry, looked up): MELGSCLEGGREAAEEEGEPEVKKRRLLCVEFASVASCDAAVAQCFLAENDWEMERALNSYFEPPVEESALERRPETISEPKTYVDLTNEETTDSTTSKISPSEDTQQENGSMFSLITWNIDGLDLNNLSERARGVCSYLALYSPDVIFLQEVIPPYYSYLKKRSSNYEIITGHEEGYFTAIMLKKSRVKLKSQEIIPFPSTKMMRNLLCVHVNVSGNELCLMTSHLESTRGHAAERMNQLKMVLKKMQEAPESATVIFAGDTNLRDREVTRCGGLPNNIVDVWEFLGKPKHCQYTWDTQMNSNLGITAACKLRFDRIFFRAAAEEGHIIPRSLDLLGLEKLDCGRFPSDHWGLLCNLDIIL
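Read-out basis: percent inhibition. System: recombinant human TDP2. Buffer or medium: Mg2+-containing Tris-HCl buffer, pH 7.5. Repeats: single replicate. Timing: reaction 2 h, 37 °C. Benchmarks: high control without enzyme, low control DMSO plus TDP2. Probe or stimulus: 5 mM T5PNP. Doses: 12.8 µM only. Measured by: epi absorbance of p-nitrophenol freed from T5PNP by hydrolysis.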
Rev-erbA mod: Rev-erb alpha (human) modulation. P20393. Rev-erbα–FITC-DNA binding, fluorescence polarization, 90 min. activity, % at 10 µM. hit rate 0.79% among 370,000. AID 1259318;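 active = activity above about 14%, limit read from the data; passing the limit was not always enough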;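 note: 0% = DMSO wells with 35 nM protein and 100% = DMSO wells with 750 nM protein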
rCAG binder: molecules binding r(CAG) RNA repeats; r(CAG) RNA repeat, TO-PRO-1 dye displacement fluorescence; inhibition, % at 3 µM; hit rate 1.3% among 370,000; AID 651821;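 active = inhibition above the plate cutoff, the mean of all test compounds on that plate plus 3 SD, cut at about 35% in these data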;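 note: 0% = DMSO alone and 100% = 100 µM mitoxantrone as full dye displacement; higher means more dye released from RNA so lower well fluorescence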
HTRA1 inh: blocks human HTRA1 serine peptidase | Q92743 | recombinant HTRA1, FP-rhodamine activity-based probe, fluorescence polarization | inhibition, % at 5.96 µM | hit rate 0.5% among 340,000 | AID 504803; in the data active = inhibition above about 36%;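 note: 0% = enzyme with DMSO and 100% = wells lacking enzyme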
Active calls of the source: *; x = not tested or not shown; & = joins results of further samples.

Short forms: A = PRMT1 inh; B = SIAE primary; C = TCR CD3 inh; D = LEDGF integ inh; E = ABHD4 inh; F = PG9 Ab binder; G = TDP2 absorb; H = Rev-erbA mod; I = rCAG binder; J = HTRA1 inh
1: O=C(Nc1cccc(-c2csc(-c3ccccc3)n2)c1)c1cccs1
  A = -1; B = -150; C = 9; D = 5; E = -114; F = -0.1; G = -14; H = 5; I = 18; J = -132
2: Cc1nc(C)c(-c2ccc(SCc3cccc(F)c3)nn2)s1
  A = 8; B = -2; C = 2; D = -3; E = 6; F = 0.1; G = -1; H = -2; I = 1; J = -15
3: CCCOc1ccc(N2C(=O)C3C4C=CC(CC4)C3C2=O)cc1 (stereo not given)
  A = -3; B = 14; C = -3; D = 1; E = 0; F = -1.2; G = -2; H = -1; I = -6; J = 0
4: COc1ccc(S(=O)(=O)Oc2ccccc2C(=S)N2CCOCC2)cc1
  A = 17; B = -4; C = 6; D = -1; E = -1; F = -2.2; G = 10; H = 2; I = 1; J = 2
5: CCC(=O)Nc1ccc(C(=O)CSc2nc3ccccc3cc2CC)cc1
  A = 0; B = -7; C = -2; D = 0; E = -19; F = -2.5; G = -14; H = 7; I = 4; J = -7
6: CN1C(=O)c2ccc(NC(=O)c3cccc4ccccc34)cc2C1=O
  A = -1; B = -10; C = 5; D = -2; E = 0; F = 1.4; G = -13; H = -28; I = 2; J = 0
7: CCn1nc(NS(=O)(=O)c2ccc(NC(C)=O)cc2)c2cc3cccc(C)c3nc21
  A = 0; B = 18*; C = 3; D = 0; E = 8; F = -0.6; G = 7; H = -5; I = 39*; J = 6
8: COCCCN1CN(Cc2ccco2)CNC1=S
  A = -1; B = -2; C = 6; D = 1; E = -2; F = -0.5; G = 1; H = 1; I = -2; J = x
9: O=C(Nc1ccccc1)c1ccc(F)cc1F
  A = 2; B = -1; C = -4; D = -2; E = -2; F = 0.3; G = 2; H = -1; I = 4; J = -7
10: Cc1ccc(NC(=O)C(=O)NCCN2CCN(Cc3ccc([N+](=O)[O-])cc3)CC2)cc1
  A = -2; B = 5; C = 7; D = -3; E = 0; F = -1.5; G = 12; H = 3; I = -6; J = 6
11: O=C(CCl)N1c2ccccc2SCC1c1ccccc1 (stereo not given)
  A = -1; B = 19*; C = 1; D = 0; E = -1; F = -1.6; G = 13; H = 0; I = -1; J = -2
12: COc1ccc(N(C(=O)c2ccco2)S(=O)(=O)c2cc(Cl)c(Cl)cc2Cl)cc1
  A = -1; B = -4; C = 7; D = 3; E = -8; F = 1.2; G = 6; H = 1; I = 3; J = -17
13: COc1ccccc1/C=C/C(=O)OCC(=O)Nc1ccc(Cl)cn1
  A = 0; B = -2; C = 4; D = 4; E = -2; F = 0.9; G = 29*; H = 3; I = -1; J = -20
14: CCOC(=O)C1CCN(C(=O)c2cccs2)CC1
  A = 0; B = -1; C = 5; D = 0; E = 3; F = 0.8; G = -1; H = -1; I = -3; J = 5
15: O=C(Nc1ccc(NC(=O)c2ccccn2)cc1)C(=O)Nc1ccc2c(c1)OCCO2
  A = 2; B = -9; C = 5; D = 1; E = -3; F = 0.2; G = 0; H = -2; I = 0; J = 7

9 entries from above, as tab-separated lines:
nr	Molecule	PRMT1 inh	SIAE primary	TCR CD3 inh	LEDGF integ inh	ABHD4 inh	PG9 Ab binder	TDP2 absorb	Rev-erbA mod	rCAG binder	HTRA1 inh
7	CCn1nc(NS(=O)(=O)c2ccc(NC(C)=O)cc2)c2cc3cccc(C)c3nc21	0	18*	3	0	8	-0.6	7	-5	39*	6
8	COCCCN1CN(Cc2ccco2)CNC1=S	-1	-2	6	1	-2	-0.5	1	1	-2	x
9	O=C(Nc1ccccc1)c1ccc(F)cc1F	2	-1	-4	-2	-2	0.3	2	-1	4	-7
10	Cc1ccc(NC(=O)C(=O)NCCN2CCN(Cc3ccc([N+](=O)[O-])cc3)CC2)cc1	-2	5	7	-3	0	-1.5	12	3	-6	6
11	O=C(CCl)N1c2ccccc2SCC1c1ccccc1 (stereo not given)	-1	19*	1	0	-1	-1.6	13	0	-1	-2
12	COc1ccc(N(C(=O)c2ccco2)S(=O)(=O)c2cc(Cl)c(Cl)cc2Cl)cc1	-1	-4	7	3	-8	1.2	6	1	3	-17
13	COc1ccccc1/C=C/C(=O)OCC(=O)Nc1ccc(Cl)cn1	0	-2	4	4	-2	0.9	29*	3	-1	-20
14	CCOC(=O)C1CCN(C(=O)c2cccs2)CC1	0	-1	5	0	3	0.8	-1	-1	-3	5
15	O=C(Nc1ccc(NC(=O)c2ccccn2)cc1)C(=O)Nc1ccc2c(c1)OCCO2	2	-9	5	1	-3	0.2	0	-2	0	7

The list continues.
Short forms: A = PRMT1 inh; B = SIAE primary; C = TCR CD3 inh; D = LEDGF integ inh; E = ABHD4 inh; F = PG9 Ab binder; G = TDP2 absorb; H = Rev-erbA mod; I = rCAG binder; J = HTRA1 inh
16: C#CC(=O)CCC1CCCN1C(=O)OC(C)(C)C (stereo not given)
  A = 4; B = 2; C = -5; D = 0; E = 6; F = 0.9; G = 2; H = -2; I = 1; J = -2
17: COc1ccc(-n2cnc3cc(NCc4cccs4)ccc32)cc1
  A = 2; B = 6; C = 1; D = 3; E = 11; F = -1.3; G = -2; H = -8; I = -5; J = 15
18: NC1=NC(c2ccc(Br)cc2)n2c(nc3ccccc32)N1 (stereo not given)
  A = -3&-3; B = 3&1; C = 5&1; D = -5&0; E = 6&6; F = 0.7&-0.1; G = 2&-10; H = 1&0; I = 11&18; J = -5&5
19: CC(CCc1ccco1)NC(=O)Nc1cccc(F)c1 (stereo not given)
  A = -1; B = -8; C = 7; D = -1; E = 0; F = -0.6; G = -4; H = -6; I = 1; J = -15
20: c1ccc(-c2nn3c(Cn4cnc5ccccc54)nnc3s2)cc1
  A = 2; B = 4; C = 4; D = -7; E = 1; F = -0.1; G = -13; H = 0; I = -2; J = 0
21: CNc1oc(-c2cccs2)nc1S(=O)(=O)c1ccccc1
  A = -1; B = -1; C = -2; D = -2; E = 9; F = 0.3; G = 1; H = 0; I = -3; J = 3
22: Cc1ccc(CN2CCSc3ccc(C(=O)NCc4ccccn4)cc32)cc1
  A = 3; B = 6; C = 5; D = -1; E = -2; F = 1.1; G = -2; H = 2; I = -2; J = -3
23: N#Cc1ccc(-c2nc3c4ccccc4ccn3c2CC2CCCCC2)cc1
  A = -5; B = -2; C = 6; D = 5; E = -3; F = -0.8; G = 4; H = 2; I = 13; J = x
24: O=C(NCCN1CCOCC1)c1cc(-c2ccc(Cl)cc2Cl)on1
  A = -3; B = -5; C = -6; D = 5; E = -1; F = -1.2; G = -9; H = 3; I = -5; J = -2

Not all compounds are listed, so the mix of outcomes need not match the whole.
